Source: PubChem BioAssay
p53null 32C kill: qHTS Screen for Compounds that Selectively Target Cancer Cells with p53 Mutations: Cytotoxicity of p53 Null Cells at the Permissive Temperature; H1299-neo p53 null cells, ATP luminescence, 24 h, 32C; Potency, µM (series often up to 46.1 µM), for inactives: at the top dose activity change, negative = cytotoxicity, usual class: cytotoxic; actives 0.62% (n = 55,000);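 note: 0% = DMSO only and -100% = full killing by 100 µM tamoxifen; nearly all actives have a fitted effect of over 55% in size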
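Cytotoxicity: H1299-neo (no p53), 32C, 24 h treatment. Concentrations up to 46 uM. Readout cellular ATP, luminescence. Normalization to DMSO basal and tamoxifen 100 uM maximal kill.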
p53null 39C tox: qHTS Screen for Compounds that Selectively Target Cancer Cells with p53 Mutations: Cytotoxicity of p53 Null Cells at the Nonpermissive Temperature; H1299 p53-null (neo) cells, 39C, ATPlite viability, 24 h; Potency, µM (series often up to 46.1 µM), for the others: top-dose activity, negative = cell killing, actives largely listed as cytotoxic; actives 0.97% (n = 55,000); AID 904, 2007;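 note: 0% = DMSO only and -100% = full killing by 100 µM tamoxifen; nearly all actives have a fitted effect of over 50% in size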
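Temperature-shift cytotoxicity format: compound titrations on p53-null or A138V-expressing H1299 cells held 24 hr at 39C, cell ATP then measured, AC50 from Hill model.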
* marks the source's active call; other numbers are inactive results; ? = inconclusive; [ ] = remark or other dose. Calls come from the whole dose curve; as a rule, active = well fitted cell-killing curve with a large enough effect; inconclusive = small, poorly fitted or top-dose-only effect; inactive = no such curve, though single readings can be large or run the other way. Potency is the fitted concentration of half-maximal effect. A portion of the library; the hit share may differ from the screen's.

Below each compound – p53null 32C kill	p53null 39C tox
> CN1CCN(CC#CCC(O)(c2ccccc2)C2CCCC2)CC1 (stereo unspecified)
 : -2%	-13%
> Cc1cccc(OCC(=O)OC2CCN(C)CC2)c1
 : 2%	1%
> CCCCc1ccc(-c2ccc(Br)cc2)nc1
 : 5%	16%
> O=C(CSCCN1C(=O)c2ccccc2C1=O)Nc1ccc2ccccc2c1
 : -5%	9%[1.84 µM]
> CCOC(=O)c1cc2ccc3ccccc3c2s1
 : 8%	-12%
> O=C(NNS(=O)(=O)c1ccc([N+](=O)[O-])cc1)c1cnn(-c2ccccc2)c1-n1cccc1
 : -4%	-2%
> CN1CCN(CC(O)COc2ccc(OCC(O)CN3CCN(C)CC3)cc2)CC1 (stereo unspecified)
 : 2%	4%
> CC1CCN(S(=O)(=O)c2cccc(C(=O)NCc3ccco3)c2)CC1
 : 7%	13%
> NC(=O)C1CCN(C(=O)CCCCCn2c(=O)[nH]c3ccsc3c2=O)CC1
 : -5%	11%
> O=C(Oc1cccc2cccnc12)c1ccco1
 : 11%	21%
> Cc1onc(-c2ccccc2)c1C(=O)N1CCC(C)CC1
 : 4%	11%
> Cc1cc2oc(=O)cc(CSc3nnc(-c4cccs4)o3)c2cc1C(C)C
 : 0%	8%
> CCC(CC)n1[nH]c(=O)cc1N
 : -4%	-2%
> Cc1ccccc1C(=O)Nc1ccccc1Sc1ccccc1
 : 2%	0%
> CCc1nc2ccccc2n1Cc1ccc(OC)c(OC)c1
 : 9%	-1%

The list continues.
Below each compound – p53null 32C kill	p53null 39C tox
> Cc1cc2n(n1)SC(Nc1ccc(F)cc1)N2 (stereo unspecified)
 : -5%	-19%
> CCSc1nnc(CNC(=O)C23CC4CC(CC(C4)C2)C3)n1Cc1ccccc1
 : 9%	35%[activator]
> CCOC(=O)CSc1nc2ccc(NC(=O)CSc3nnnn3Cc3ccccc3)cc2s1
 : 2%	-5%
> c1ccc(Nc2ccc3c4c(cccc24)CC3)cc1
 : 1%	2%
> CCOCCn1c(C(C)O)nc2ccccc21 (stereo unspecified)
 : 1%	13%
> CCCOc1ccc(Cc2c(Cl)nc(SC)nc2NC)cc1
 : -6%	-17%
> CCc1ccc(C2C(C#N)=C(N)C(C#N)(C#N)C3=CCC(C(C)(C)C)CC32)cc1 (stereo unspecified)
 : 34%[activator]	-3%
> Cc1nc(NC(=O)CSc2nnnn2C)sc1C
 : -13%	-13%
> COc1cccc(NC(=O)CN2C(=O)C(c3ccc(C)cc3)=NC23CCCCCC3)c1
 : 2%	18%[1.84 µM]
> CC(C)CCOc1ccc(C2=NNC(=O)CC2)cc1
 : -7%	5%
> COc1ccccc1C(CCNS(=O)(=O)c1ccc(C)cc1)c1ccco1 (stereo unspecified)
 : 12%	19%
> N#C/C(=C\c1ccc(F)c(F)c1)C(=O)NC1CCCCC1
 : 3%	18%[1.84 µM]
> O=C(COc1nc2ccccc2nc1N1CCOCC1)NCC(F)(F)F
 : -4%	-3%
> CCOc1ccc(C(=O)Nc2c3c(nn2-c2cccc(Cl)c2)CS(=O)C3)cc1 (stereo unspecified)
 : 16%	-12%
> CCOC(=O)c1c(NC(=O)CSc2nnc(-c3cccnc3)o2)sc(C)c1C
 : 0%	11%

Other compounds
Below each compound – p53null 32C kill	p53null 39C tox
> COc1cc(CNCC(C)C)cc(Br)c1OCC(=O)Nc1ccccc1
 : -11%	-11%
> Cn1cnnc1SCC(=O)Nc1ccc2nc(SCc3ccccc3Cl)sc2c1
 : 7%	-1%
> COc1ccc(N2C(=O)C3CCCN3C2c2ccc(F)cc2)cc1Cl (stereo unspecified)
 : -9%	-8%
> CCOC(=O)N1CCN(C(=O)CS(=O)(=O)c2cn(Cc3ccccc3C)c3ccccc23)CC1
 : -3%	-20%
> C=CCNc1nc(-c2c(C)nc3sccn23)cs1
 : -6%	0%
> Cc1nc2sc(C(c3ccco3)N3CCC(C)CC3)c(O)n2n1 (stereo unspecified)
 : 1%	-8%
> Cc1cc(=O)oc2cc(OCC(=O)N/N=C/c3ccccc3[N+](=O)[O-])ccc12
 : -5%	-1%[1.84 µM]
> Oc1ccc(-c2nc(=S)[nH][nH]2)cc1
 : -7%	20%
> CC(C)=NNC(=O)CN1C(=O)NC2NC(=O)NC21 (stereo unspecified)
 : 8%	13%
> CCOC(=O)c1nn(-c2ccc(C)cc2)c(=O)c2c(N)scc12
 : -2%	-1%
> COc1ccccc1N1C(=O)CC(Sc2ncccc2C(=O)O)C1=O (stereo unspecified)
 : 3%	33%[activator]
> O=C(NNS(=O)(=O)c1cccc(Cl)c1Cl)c1cccc(S(=O)(=O)N2CCOCC2)c1
 : 5%	10%
> CCC(C)(C)NC(=O)C(c1ccc(OC)cc1)N(Cc1ccco1)C(=O)CCC(=O)Nc1cc(C)on1 (stereo unspecified)
 : -5%	2%
> COC(=O)C1CC(c2c(OC)cc(OC)cc2OC)=NO1 (stereo unspecified)
 : -14%	5%
> Cc1ccc(-c2nnn(CC(=O)N(CC3CCCO3)C(C(=O)NCC3CCCO3)c3ccc(F)cc3)n2)o1 (stereo unspecified)
 : 0%	-20%

Following part.
Below each compound – p53null 32C kill	p53null 39C tox
> COC(=O)c1sccc1NC(=O)c1sccc1C
 : 3%	-10%
> Cc1ccc(C(=O)Nc2sc3c(c2C#N)CCCCC3)cc1C
 : -13%	-3%
> COCCN1C(=O)c2ccccc2C(C(=O)N2CCN(c3ccccn3)CC2)C1c1ccc(F)cc1 (stereo unspecified)
 : 3%	12%
> Cc1nc2ccccn2c1C(=O)N/N=C/c1cc(C)n(-c2ccc(Cl)cc2)c1C
 : -2%	-6%
> COc1ccc(N2CCN(S(=O)(=O)c3ccc(C(=O)NC4CCCC4)cc3)CC2)cc1
 : 6%	15%
> O=C(CSc1nnc(SCc2ccccc2Cl)s1)N/N=C/c1c[nH]c2ccccc12
 : -20%	5%
> CC(C)CCNC(=O)c1ccc(C2SCC(=O)N2Cc2ccco2)cc1 (stereo unspecified)
 : -6%	0%
> Cc1ccc(C)c(NC2=NC3(CCCCC3)N=C(N)N2)c1
 : 4%	-14%
> Cc1sc(NC(=O)CN2CCN(c3ccccn3)CC2)c(C#N)c1C
 : 8%	-2%
> Cn1nc(CC(=O)NC2CCCCC2)c2ccccc2c1=O
 : 9%	3%
> CCOc1cccc(-c2cc(=O)[nH][nH]2)c1
 : 18%	-2%
> COc1ccc(/C=C2/SC(=O)N(CCC(=O)Nc3ccccc3)C2=O)cc1OC
 : -20%	-20%[1.84 µM]
> CCc1ccc(NC(=O)COC(=O)/C(=C/c2ccccc2OC)c2ccccc2)cc1
 : -3%	-9%
> COc1ccc2c(c1)c(=O)cc(-c1ccccc1)n2C
 : -14%	-9%
> O=C(C1CCCN(S(=O)(=O)c2ccccc2)C1)N1CCCc2ccccc21 (stereo unspecified)
 : -8%	10%

New compounds follow:
Below each compound – p53null 32C kill	p53null 39C tox
> CCOC(=O)CNC(=O)CSc1ncnc2c1nnn2-c1ccc(F)cc1
 : 9%	-2%
> CN(C)S(=O)(=O)c1cccc(C(=O)Nc2cccnc2)c1
 : 2%	23%
> S=c1[nH]nc(-c2ccc3ccccc3n2)n1-c1ccccc1
 : 1%	3%
> CN1C(=O)CC(C(=O)O)SC1=Nc1ccc(F)cc1 (stereo unspecified)
 : 14%	28%
> Cc1cccc(C(=O)O/N=C2/CC3CCC2(C)C3(C)C)c1 (stereo unspecified)
 : 1%	20%
> O=C(COC(=O)c1cccnc1Nc1cccc(C(F)(F)F)c1)NC1CCS(=O)(=O)C1 (stereo unspecified)
 : -16%	6%
> Clc1ccc(/C=N/Nc2nnc(Cl)c3ccccc23)cc1
 : -5%	-8%
> Oc1ccc(Br)cc1-c1cc(-c2ccccc2)n[nH]1
 : -13%	?
> Cc1ccc(Nc2nc3c(s2)CCC3)c(C)c1
 : 9%	5%
> CCN(CC)C(=O)Cn1cnc2ccccc2c1=O
 : 3%	4%
> COCc1c(C(=O)OC)nnn1-c1ccccc1
 : 2%	-6%
> O=C1CC(C(F)(F)C(F)(F)C(F)(F)F)=Nc2ccccc2N1
 : 7%	13%
> CCOc1ccc(C(=S)N2CCOCC2)cc1OC
 : 2%	2%
> CCn1c(=O)n(CCOC)c(=O)c2c3c(sc21)CCCC3
 : -3%	0%
> Cc1c(C(=O)OC(C)C)nnn1-c1nonc1N
 : -7%	-1%

(next part)
Below each compound – p53null 32C kill	p53null 39C tox
> CCOc1ccc2nc(NCCCNS(=O)(=O)c3ccc(C)cc3)c(C#N)cc2c1
 : 13%	13%
> CCCCC(c1nnnn1CC1CCCO1)N1CCN(Cc2ccccc2)CC1 (stereo unspecified)
 : -6%	-5%
> CCN(CC)S(=O)(=O)c1ccc(NC(=O)CN(c2cccc(C)c2)S(C)(=O)=O)cc1
 : 2%	14%
> CCn1nccc1C(=O)Nc1cc(Cl)cc(Cl)c1
 : 2%	5%
> CCOC(=O)C(NC(C)=O)(Nc1ccc(S(=O)(=O)Nc2cc(C)on2)cc1)C(F)(F)F (stereo unspecified)
 : 1%	5%
> COc1ccc(C2CC(=O)c3cnc(NC(=O)c4ccccc4OC)nc3C2)c(OC)c1 (stereo unspecified)
 : 4%	-11%
> CCc1cc2c(SCC(=O)c3ccccc3)ncnc2s1
 : -12%	12%
> O=C(C(=O)N1CCc2ccccc2C1)c1cn(CC(=O)N2CCCC2)c2ccccc12
 : -5%	12%
> Cn1ccnc1C(=O)c1cccc([N+](=O)[O-])c1
 : 5%	15%
> O=C(NCc1cccs1)Nc1ccc(Cl)cc1
 : -9%	-12%
> COc1ccc(OC)c(S(=O)(=O)NCc2cn3cccc(C)c3n2)c1
 : 7%	7%
> O=C(Oc1cccc2c(OC(=O)N3CCCC3)cccc12)N1CCCC1
 : -10%	10%
> CCCCCCCSc1nsc(N)n1
 : -8%	-7%
> Cc1ccc(C2c3c(oc4ccc(Cl)cc4c3=O)C(=O)N2CCCN2CCOCC2)o1 (stereo unspecified)
 : 1%	25%
> Cc1c(C(=O)N2CCOCC2)oc2ccc(S(=O)(=O)N3CCCC3)cc12
 : -2%	-6%

Going on with the list.
Below each compound – p53null 32C kill	p53null 39C tox
> O=C(CSc1nnnn1-c1cccc2c1CCCC2)N1CCCC1
 : 1%	-7%
> COc1cc(NC(=O)c2ncn[nH]2)cc(OC)c1OC
 : 2%	-4%
> O=C(c1nc2nc(-c3cccs3)cc(C(F)(F)F)n2n1)N1CCN(Cc2ccccc2)CC1
 : -11%	-14%
> CCOC(=O)c1cc2sc(C)cc2n1CC(=O)Nc1cccc(C)c1C
 : 1%	4%
> COc1ccccc1NC(=O)CN(Cc1ccccc1)S(C)(=O)=O
 : -1%	13%
> CCOc1ccccc1NC(=O)Cn1cnc2c(nnn2-c2cccc(OC)c2)c1=O
 : 1%	26%
> COc1ccc2c(c1)C(=O)/C(=C/C=C/c1ccccc1)CC2
 : -5%	-11%
> O=C(CSc1nnc(-c2ccccc2)n1-c1ccc(Cl)cc1)NNC(=S)Nc1ccccc1
 : 0%	10%
> Cn1nnnc1SCC(=O)Nc1ccccc1N1CCCCC1
 : -3%	8%
> CC(C)(C)NC(=O)c1cccc(NC(=O)c2ccco2)c1
 : -13%	3%
> CC(C)NC(=O)C(Cc1ccccc1)N1C(=O)c2ccccc2C1=O (stereo unspecified)
 : -1%	7%
> CCn1c(NCc2ccccn2)nc2c1c(=O)n(C)c(=O)n2C
 : 2%	-1%
> COCCn1c(=O)[nH]c2cc(C(=O)NCCN3CCN(c4cccc(Cl)c4)CC3)ccc2c1=O
 : 5%	-3%
> CC(C)c1nnc(NC(=O)Cc2cccs2)s1
 : 3%	-6%
> O=C(CSc1nnc(-c2c[nH]c3ccccc23)n1-c1ccc(F)cc1)NCc1ccco1
 : -4%	-18%

Some values from above:
Cn1nnnc1SCC(=O)Nc1ccccc1N1CCCCC1 in p53null 32C kill shows -3%
O=C(CSc1nnc(-c2ccccc2)n1-c1ccc(Cl)cc1)NNC(=S)Nc1ccccc1 in p53null 39C tox shows 10%

The list goes on:
Below each compound – p53null 32C kill	p53null 39C tox
> COc1cc(C(=O)NCC2CCCO2)cc(OC)c1OC (stereo unspecified)
 : -7%	3%
> CC(Oc1ccc(Cl)cc1Cl)c1nc(-c2ccc(NC(=O)c3ccncc3)cc2)no1 (stereo unspecified)
 : 3%	-4%
> COc1ccc(CCNC(=O)C(=O)N2CCCCC2)cc1OC
 : 12%	-3%
> CCCn1c(NCc2ccco2)nc2c1c(=O)n(C)c(=O)n2C
 : -10%	-2%

Filtered by structure, the entries above containing an NH in an aromatic ring (10)
Below each compound – p53null 32C kill	p53null 39C tox
> NC(=O)C1CCN(C(=O)CCCCCn2c(=O)[nH]c3ccsc3c2=O)CC1
 : -5%	11%
> CCC(CC)n1[nH]c(=O)cc1N
 : -4%	-2%
> Oc1ccc(-c2nc(=S)[nH][nH]2)cc1
 : -7%	20%
> O=C(CSc1nnc(SCc2ccccc2Cl)s1)N/N=C/c1c[nH]c2ccccc12
 : -20%	5%
> CCOc1cccc(-c2cc(=O)[nH][nH]2)c1
 : 18%	-2%
> S=c1[nH]nc(-c2ccc3ccccc3n2)n1-c1ccccc1
 : 1%	3%
> Oc1ccc(Br)cc1-c1cc(-c2ccccc2)n[nH]1
 : -13%	?
> COc1cc(NC(=O)c2ncn[nH]2)cc(OC)c1OC
 : 2%	-4%
> COCCn1c(=O)[nH]c2cc(C(=O)NCCN3CCN(c4cccc(Cl)c4)CC3)ccc2c1=O
 : 5%	-3%
> O=C(CSc1nnc(-c2c[nH]c3ccccc23)n1-c1ccc(F)cc1)NCc1ccco1
 : -4%	-18%
